Bioassay records as filed in PubChem.
TRPC6 inh: blocks the mouse TRPC6 cation channel | HEK293-TRPC6, membrane potential dye, ACh-evoked depolarization; hits give low values | B-score at 10 µM | 310,000 compounds, 1.1% hits;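 active = B-score under library mean minus 3 SD, initial fluorescence not abnormally high, positive integrated signal ratio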;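 also: B-score derived from integrated fluorescence ratio over the kinetic read; more negative B-score means stronger inhibition of depolarization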
MrgX1 antag: human MrgX1 receptor antagonism, primary screen. AID 588676. B-score at 10 µM. Q96LB2. MRGX1-HEK293 calcium flux, Fluo-4, BAM8-22 antagonism; hits give low values. 310,000 compounds, 1.3% hits;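 active = calcium-response B-score plate-corrected more than 3 library SD below zero, starting fluorescence within 5 deviations, no agonist response on first addition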;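 also: peak minus trough fluorescence over baseline after final BAM8-22 challenge near maximal dose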
ANO1 activ: activators or potentiators of mouse TMEM16A chloride channel; Q8BHY3; 340,000 compounds, 0.3% hits; HEK293 TMEM16A/YFP-H148Q/I152L, iodide quench fluorescence; hits give low values; B-score at 10 µM;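 active = fluorescence-ratio B-score plate-corrected deviation score at least 3 library SD below zero, with starting fluorescence score within 5 deviations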;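 also: channel opened by trigger with iodide after compound preincubation; score built on the fluorescence ratio of max minus min over baseline; more negative score means more quench and so TMEM16A activation or potentiation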
Target sequence (Q8BHY3 whole entry, looked up): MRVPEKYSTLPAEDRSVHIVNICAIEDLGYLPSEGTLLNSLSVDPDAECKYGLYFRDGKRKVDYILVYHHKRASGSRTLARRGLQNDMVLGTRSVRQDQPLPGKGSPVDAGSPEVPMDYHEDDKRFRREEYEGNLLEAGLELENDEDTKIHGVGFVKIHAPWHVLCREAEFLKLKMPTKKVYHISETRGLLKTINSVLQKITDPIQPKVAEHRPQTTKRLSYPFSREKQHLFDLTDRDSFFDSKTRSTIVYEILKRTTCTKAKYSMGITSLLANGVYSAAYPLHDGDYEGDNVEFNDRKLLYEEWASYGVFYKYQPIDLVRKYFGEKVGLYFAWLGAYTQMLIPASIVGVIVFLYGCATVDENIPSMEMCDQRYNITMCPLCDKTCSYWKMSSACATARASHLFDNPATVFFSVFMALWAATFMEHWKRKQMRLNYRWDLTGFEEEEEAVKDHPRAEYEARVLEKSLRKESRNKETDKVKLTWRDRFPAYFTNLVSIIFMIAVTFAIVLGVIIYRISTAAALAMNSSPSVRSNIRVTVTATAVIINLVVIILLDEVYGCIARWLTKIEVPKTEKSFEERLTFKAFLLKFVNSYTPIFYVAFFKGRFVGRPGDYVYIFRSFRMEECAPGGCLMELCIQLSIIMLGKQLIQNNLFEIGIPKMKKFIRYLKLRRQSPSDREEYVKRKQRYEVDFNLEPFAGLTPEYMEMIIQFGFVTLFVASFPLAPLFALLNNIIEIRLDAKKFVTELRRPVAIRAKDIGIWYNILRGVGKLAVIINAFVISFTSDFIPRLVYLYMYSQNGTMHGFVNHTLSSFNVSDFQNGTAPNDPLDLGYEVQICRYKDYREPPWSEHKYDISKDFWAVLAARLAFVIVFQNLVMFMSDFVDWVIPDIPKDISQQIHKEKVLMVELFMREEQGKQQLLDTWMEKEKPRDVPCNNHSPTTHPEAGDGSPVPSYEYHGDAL
MrgX1 agonist: agonists of human MrgX1 receptor; MrgX1-HEK293 cells, Fluo-4 calcium fluorescence, agonist mode; hits give high values; AID 588627; 310,000 compounds, 0.44% hits; B-score at 10 µM; Q96LB2;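 active = calcium response B-score plate-corrected fluorescence ratio at least 3 library SD, with starting fluorescence B-score inside 5 SD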
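System – MrgX1-expressing HEK293 cells · Incubation – cells plated overnight, dye loaded 0.5 h 37 °C, 0.5 h room temperature · Technique – kinetic Fluo-4 NW fluorescence of intracellular calcium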
MrgX1 PAM: human MrgX1 positive allosteric modulation, primary screen | AID 588675 | MrgX1-HEK293, Fluo-4 calcium flux, FDSS; hits give high values | 310,000 compounds, 0.63% hits | B-score at 10 µM;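 active = plate-corrected calcium response at least 3 library SD above typical, normal starting fluorescence, not activating the receptor alone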;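 also: compound read alongside a low EC10 to EC30 dose of BAM8-22 agonist; peak minus trough fluorescence over baseline measured at the second addition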
TRPC4 act: opens the mouse TRPC4 cation channel; HEK293 TRPC4beta/mu-opioid, Fluo4 calcium fluorescence; hits give high values; AID 2237; 310,000 compounds, 0.49% hits; B-score at 10 µM; Q9QUQ5;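 active = B-score above 5 SD of library B-scores, and initial fluorescence ratio not above library mean plus 5 SD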;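 also: positive B-score marks a calcium rise read as TRPC4 activation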
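Assay system – TRPC4beta and mu-opioid receptor HEK293 stable cells · Measured by – Fluo4 fluorescence, kinetic · Schedule – dye loading 45 min room temperature, 110 s kinetic read · Read-out – B-scored integrated calcium fluorescence ratio · Controls – buffer and maximal DAMGO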
RGS4 block: inhibitors of human RGS4; B-score at 10 µM; 310,000 compounds, 0.45% hits; HEK293 M3R/RGS4 inducible, Fluo-4 calcium flux; hits give high values; triggered by carbachol at its EC20; P49798; AID 463165;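 active = B-score, a plate-corrected calcium signal, over three deviations above library mean, with baseline fluorescence within five deviations of library mean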;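 also: RGS4 expression induced by doxycycline in cells with stable M3 receptor; B-score is computed from the integrated fluorescence ratio over baseline after carbachol; higher B-score means a larger calcium signal and so more RGS4 inhibition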
TMEM16A inh: mouse TMEM16A channel inhibition, primary screen; Q8BHY3; HEK293 TMEM16A/YFP iodide influx fluorescence, ionomycin; normalized B-score (activity score, 25-100; higher = stronger inhibition) at 10 µM; 310,000 compounds, 1.2% hits; AID 588511;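 active = ratio plate-corrected score three or more library SD toward inhibition, starting fluorescence score within five deviations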;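 also: score derived from kinetic fluorescence span divided by baseline fluorescence per well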
TRPC4 block: blocks the mouse TRPC4 cation channel; Q9QUQ5; HEK293 TRPC4beta/mu-opioid, DAMGO-evoked Fluo4 calcium flux; hits give low values; B-score at 10 µM; 300,000 compounds, 0.39% hits; AID 2247;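 active = B-score over 3 SD under the library average, no early fluorescence shift, positive overall ratio signal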
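Assay system – HEK293 line stably carrying TRPC4beta and mu-opioid receptor · Doses – single dose · Detection – Fluo4 calcium-dye fluorescence, kinetic read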
TRPC6 act: activators of mouse TRPC6 channel. Q61143. AID 2550. 310,000 compounds, 0.13% hits. HEK293-TRPC6 membrane potential dye fluorescence; hits give high values. B-score at 10 µM;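 active = B-score of the integrated fluorescence ratio above library mean plus 3 SD, and starting fluorescence ratio within library mean plus 5 SD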;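 also: higher score means more depolarization so channel activation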
TRPC4 PAM: allosteric potentiators of mouse TRPC4 channel; Q9QUQ5; HEK293 TRPC4beta/mu-opioid, DAMGO EC20, Fluo-4 Ca2+ flux; hits give high values; B-score at 10 µM; 310,000 compounds, 0.42% hits; AID 2227;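 active = B-score of calcium response area above 5 SD of library B-scores, with initial fluorescence ratio within 5 SD of library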;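 also: B-score of integrated fluorescence ratio over time as area under calcium response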
The depositor's hits bear a star; i = inactive; · = no result given.

| canonical_smiles | TRPC6 inh | MrgX1 antag | ANO1 activ | MrgX1 agonist | MrgX1 PAM | TRPC4 act | RGS4 block | TMEM16A inh | TRPC4 block | TRPC6 act | TRPC4 PAM |
| --- | --- | --- | --- | --- | --- | --- | --- | --- | --- | --- | --- |
| O=C(Cn1c(NCCCO)nc2ccccc21)c1ccc([N+](=O)[O-])cc1 | i | i | i | i | i | i | i | i | i | i | i |
| Cc1ccc(C(=O)NC2=NCCS2)cc1 | i | i | · | i | i | i | i | i | i | i | i |
| CCCCNC(=O)N1c2ccccc2CC1C (configuration not stated) | i | i | i | i | i | i | i | i | i | i | i |
| CCOCCCNCC(=O)Nc1ccc(OC(F)(F)F)cc1 | i | i | · | i | i | i | i | i | i | i | i |
| COc1ccc(C(CNC(=O)CSc2ccccc2F)N2CCOCC2)cc1 (configuration not stated) | i | i | i | i | i | i | i | i | i | i | i |
| COc1ccc(C(=O)NC(=S)Nc2ccc(CN3CCCCC3)cc2)cc1Cl | i | i | i | i | i | i | i | i | i | i | i |
| CC(=O)c1ccc(OC(=O)COc2ccccc2Cl)cc1 | i | i | i | i | i | i | i | i | i | i | i |
| CCOc1ccc(NC(=O)C2CCCN2S(=O)(=O)c2ccc(OCC)cc2)cc1 (configuration not stated) | i | i | i | i | i | i | i | i | i | i | i |
| Cc1cc(C)c(C(=O)N2CCCC(Nc3ccc(C)c(C)c3)C2)o1 (configuration not stated) | i | i | i | i | i | i | i | i | i | i | i |
| Cc1cc(C)c(NC(=O)CN2CCC(NC(=O)NC3CCCCC3)CC2)c(C)c1 | i | i | · | i | i | i | i | i | i | i | i |
| COc1ccc(C(=O)C2CCCN(C(=O)c3ccc(F)cc3)C2)cc1OC (configuration not stated) | i | i | i | i | i | i | i | i | i | i | i |
| CCCOc1ccc(-c2cc(C(=O)NCC3CCCO3)c3ccccc3n2)cc1 (configuration not stated) | i | i | i | i | i | i | i | i | i | i | i |
| Cc1cc(C)n(-c2ccc(C(=O)Nc3nnc(C)s3)cc2)n1 | i | i | i | i | i | i | i | i | i | i | i |
| COc1cccc(/C=N\NC(=O)c2ccc(Cn3cc(Br)c([N+](=O)[O-])n3)o2)c1O | i | i | i | i | i | i | i | i | i | i | i |
| CN(Cc1nc2ccccc2n1C)S(=O)(=O)c1ccc(F)cc1 | · | i | i | i | i | · | · | i | · | · | · |
| CN(c1ccc(F)cc1)S(=O)(=O)c1ccc(Cl)c(C(=O)Nc2ccncc2)c1 | i | i | i | i | i | i | i | i | i | i | i |
| CCC(=O)Nc1ccc(C(=O)n2ccc(C)n2)cc1 | i | i | i | i | i | i | i | i | i | i | i |
| COc1ccc(C2CC(c3ccccc3)=NN2C(=O)c2ccc(Cl)c([N+](=O)[O-])c2)cc1 (configuration not stated) | i | i | i | i | i | i | i | i | i | i | i |
| COCCNC(=O)C1CC(c2cccc(F)c2)=NO1 (configuration not stated) | i | i | i | i | i | i | i | i | i | i | i |
| NS(=O)(=O)c1ccc(CCNC(=O)COC(=O)C2CCCN2C(=O)c2cccs2)cc1 (configuration not stated) | i | i | i | i | i | i | i | i | i | i | i |
| C/C(=N/NC(=O)CNC(=O)COc1cccc(C)c1)c1ccco1 | i | i | i | i | i | i | i | i | i | i | i |
| Cc1oc(-c2ccccc2Cl)nc1CS(=O)(=O)CC(=O)NCCN1CCOCC1 | i | i | i | i | i | i | i | i | i | i | i |
| O=C(OCCCOC(=O)c1ccc(O)cc1)c1ccc(O)cc1 | i | i | i | i | i | i | i | i | i | i | i |
| CCOc1ccc(-c2nc[nH]c2[N+](=O)[O-])cc1 | i | i | i | i | i | i | i | i | i | i | i |
| O=C1c2cccc(OCC(=O)N3CCCc4ccccc43)c2CCN1Cc1ccccc1 | i | i | i | i | i | i | i | i | i | i | i |
| O=C(Nc1oc2ccccc2c(=O)c1-c1ccc(Cl)cc1)c1ccco1 | i | i | i | i | i | i | i | i | i | i | i |
| Cn1c(=O)c2c(ncn2CC(=O)OCC(=O)c2ccc(F)c(F)c2)n(C)c1=O | i | i | i | i | i | i | i | i | i | i | i |
| Cc1ccc(C(=O)OCC(=O)N(C)C2CCS(=O)(=O)C2)cc1S(=O)(=O)N1CCOCC1 (configuration not stated) | i | i | i | i | i | i | i | i | i | i | i |
| Cc1oc(-c2ccccc2F)nc1CS(=O)(=O)CC(=O)NCCCN1CC(C)CC(C)C1 (configuration not stated) | i | i | i | i | i | 57* | i | i | i | i | i |
| COc1ccccc1CNC(=O)C1CCCC1 | i | i | i | i | i | i | i | i | i | i | i |
| Cc1[nH]c2ccccc2c1C(=O)CSc1nc2cc(S(=O)(=O)N3CCCCC3)ccc2o1 | i | i | i | i | i | i | i | i | i | i | i |
| O=C(CSc1ccc(-c2cccnc2)nn1)Nc1ccc(F)cc1 | i | i | i | i | i | i | i | i | i | i | i |
| O=C(CCCc1ccccc1)NCCc1ccccc1 | i | i | i | i | i | i | i | i | i | i | i |
| C[C@@H]1CC=C[C@H]2[C@H]1C(=O)N(Cc1ccccc1)[C@H]2c1ccc(-c2ccoc2)cc1F | i | i | i | i | i | i | i | i | i | i | i |
| NNC(=O)CSc1cccc2cccnc12 | i | i | i | i | i | i | i | i | i | i | i |
| COc1ccccc1Cc1noc(-c2cc(Cl)ccc2OC)n1 | i | i | i | i | i | i | i | i | i | i | i |
| CC(C)C(=O)NNC(=O)c1ccccn1 | i | i | i | i | i | i | i | i | i | i | i |
| COc1ccc(-c2nc(SC)n(C(=O)c3ccco3)n2)cc1 | i | i | i | i | i | i | i | i | i | i | i |
| CCSc1nnc(NC(=O)c2cc3c(s2)CCCC3)s1 | i | i | i | i | i | i | i | i | i | i | i |
| Cc1c(NC(=O)CSc2nnc(N)s2)c(=O)n(-c2ccccc2)n1C | i | i | i | i | i | i | i | i | i | i | i |
| C#CCOc1c(/C=C\c2nc(O)c([N+](=O)[O-])c(=O)[nH]2)cc(Br)cc1OC | i | i | i | i | i | i | i | i | i | i | i |
| CCN(CC)C(=O)/C(=C/c1ccc(F)cc1)NC(C)=O | i | i | i | i | i | i | i | i | i | i | i |
| CCN(CC)C(=O)COc1ccc(N(C)S(=O)(=O)c2ccc(NC(C)=O)cc2)cc1 | i | i | i | i | i | i | i | i | i | i | i |
| CN(CC(=O)N1CCCCC1)S(=O)(=O)c1ccc(Cl)cc1 | i | i | i | i | i | i | i | i | i | i | i |
| CC(OC(=O)CNS(=O)(=O)c1ccc(C#N)cc1)C(=O)Nc1cccc(C#N)c1 (configuration not stated) | i | i | i | i | i | i | i | i | i | i | i |
| N#CCCN1CCN(C(=S)c2ccc(-c3cc(Cl)ccc3Cl)o2)CC1 | i | i | i | i | i | i | i | i | i | i | i |
| CCCn1nc(NS(=O)(=O)c2ccccc2[N+](=O)[O-])c2cc3ccccc3nc21 | i | i | i | i | i | i | i | i | i | i | i |
| CSc1nnc(-c2cccs2)n1-c1ccccc1 | i | i | i | i | i | i | i | i | i | i | i |
| Cc1ccc(C)c(C(=O)NC(C)CCc2ccccc2)c1 (configuration not stated) | i | i | i | i | i | i | i | i | i | i | i |
| N=C1C(c2ccccc2)=C(O)CN1CCO | i | i | i | i | i | i | i | i | i | i | i |
| CCOc1ccc(NC(=O)CC2C(=O)N(c3ccccc3)C(=O)N2Cc2ccco2)cc1 (configuration not stated) | i | i | i | i | i | i | i | i | i | i | i |
| COc1ccc(C(=O)N/N=C(/C)c2cccc(NC(=O)c3ccccc3F)c2)cc1 | i | i | i | i | i | i | i | i | i | i | i |
| C[C@H](NC(=O)c1ccco1)C(=O)N1CCCC1 | i | i | i | i | i | i | i | i | i | i | i |
| CC(OC(=O)CNS(=O)(=O)/C=C/c1ccccc1)C(=O)Nc1ccc(S(=O)(=O)N2CCCC2)cc1 (configuration not stated) | i | i | i | i | i | i | i | i | i | i | i |
| Cc1ccccc1-c1noc(CCC(=O)NCc2ccco2)n1 | i | i | i | i | i | i | i | i | i | i | i |
| O=S1CC/C(=N\O)c2ccccc21 (configuration not stated) | i | i | i | i | i | i | i | i | i | i | i |
| CN(c1ccc(OCC(=O)OCC(=O)NCc2ccco2)cc1)S(=O)(=O)c1ccc2ccccc2c1 | i | i | i | i | i | i | i | i | i | i | i |
| O=C(Nc1nc2ccccc2c(=O)s1)c1ccc(F)cc1Cl | i | i | i | i | i | i | i | i | i | i | i |
| O=C(NNc1nc2c(F)cc(F)cc2s1)c1ccccc1 | i | i | i | i | i | i | i | i | i | i | i |
| Cc1ccc(NC(=O)C(=S)NCc2ccco2)cc1 | i | i | i | i | i | i | i | i | i | i | i |

Next part:
| canonical_smiles | TRPC6 inh | MrgX1 antag | ANO1 activ | MrgX1 agonist | MrgX1 PAM | TRPC4 act | RGS4 block | TMEM16A inh | TRPC4 block | TRPC6 act | TRPC4 PAM |
| --- | --- | --- | --- | --- | --- | --- | --- | --- | --- | --- | --- |
| Cc1cc(C)n2nc(C(=O)N3CCCC(Nc4ccc(F)c(F)c4)C3)cc2n1 (configuration not stated) | i | i | i | i | i | i | i | i | i | i | i |
| CCOC(=O)N1CCN(S(=O)(=O)CCNC(=O)c2cccc(OC)c2)CC1 | i | i | i | i | i | i | i | i | i | i | i |
| CCOC(=O)CC(=O)CSc1nccc(-c2cccnc2)n1 | i | i | i | i | i | i | i | i | i | i | i |
| COc1cccc(C2C3=C(N=c4s/c(=C\c5ccc(OCC(=O)O)cc5)c(=O)n42)c2ccccc2CC3)c1 (configuration not stated) | i | -7.5* | · | i | i | i | i | i | i | i | i |
| CCOc1ncccc1C(=O)NNC(=O)c1csc(N2CCOCC2)n1 | i | i | i | i | i | i | i | i | i | i | i |
| CN(CCNS(=O)(=O)c1ccc2c(c1)oc(=O)n2C)Cc1ccccc1 | i | i | i | i | i | i | i | i | i | i | 19* |
| Cc1cccc(NC(=S)N=Nc2c(O)n(CN3CCOCC3)c3ccccc23)c1C | i | i | i | i | i | i | i | i | i | i | i |
| Cc1cc2cc(CNC(=O)NC3CCCCC3)ccc2[nH]1 | i | i | i | i | i | i | i | i | i | i | i |

Hits appear at their usual frequency; any-hit rate near 5.8%.
